Screening results (PubChem)
LYPLA2 inh: counter-screen for PME1 inhibitors: inhibitors of human LYPLA2 | 320,000 tested, 0.38% active | AID 2177 | recombinant LYPLA2, FP-Rh probe fluorescence polarization | inhibition, % at 5.9 µM;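 active = inhibition above the screen-wide mean plus 3 SD, limit set per campaign, cut at about 26% in these data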;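 also: 0% = LYPLA2 with DMSO and 100% = wells lacking LYPLA2 enzyme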
pPAFAH inh: pPAFAH (human) enzyme inhibition | Q13093 | recombinant pPAFAH, FP-rhodamine probe fluorescence polarization | inhibition, % at 3.39 µM | 330,000 tested, 1.5% active | AID 463082;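 active = inhibition above the mean inhibition across the screen plus 3 SD, cut at about 25% in these data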;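 also: inhibitors block binding of the rhodamine activity-based probe so polarization drops; 0% = enzyme with DMSO and 100% = wells lacking pPAFAH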
PAD4 FP inh: PAD4 (human) enzyme inhibition. recombinant PAD4, RCA probe fluorescence polarization. 330,000 tested, 0.41% active. Q9UM07. inhibition, % at 6.36 µM. AID 485272;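 active = percent inhibition above a cutoff equal to the mean of all tested compounds plus 3 SD, cut at about 15% in these data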;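 also: 0% = PAD4 with RCA probe and DMSO and 100% = probe without PAD4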
LYPLA1 counter: blocks human lysophospholipase 1, a PME1 counter-screen | recombinant LYPLA1, FP-Rh probe fluorescence polarization | inhibition, % at 5.9 µM | 320,000 tested, 0.16% active;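 active = inhibition above the mean of all tested compounds plus 3 SD, set per campaign, cut at about 14% in these data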;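 also: inhibitors block serine hydrolase probe labeling of LYPLA1 so polarization falls; 0% = enzyme with DMSO and 100% = wells lacking LYPLA1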
Target sequence (O75608 whole entry, looked up): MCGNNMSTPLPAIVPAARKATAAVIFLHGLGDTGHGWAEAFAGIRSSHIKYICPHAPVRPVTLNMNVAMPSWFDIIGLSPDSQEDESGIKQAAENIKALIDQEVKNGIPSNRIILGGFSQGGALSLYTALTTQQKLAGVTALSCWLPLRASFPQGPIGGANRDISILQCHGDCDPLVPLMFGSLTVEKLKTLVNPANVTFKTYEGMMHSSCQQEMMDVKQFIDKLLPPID
PAFAH2 FP inh: PAFAH2 (human) inhibition; inhibition, % at 3.39 µM; Q99487; 340,000 tested, 0.99% active; recombinant PAFAH2, FP-rhodamine activity probe, fluorescence polarization; AID 492956;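 active = inhibition above the mean over all tested compounds plus 3 SD, cut at about 30% in these data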;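 also: inhibitors block probe labeling of enzyme so polarization drops; 0% = enzyme with DMSO and 100% = wells lacking PAFAH2 protein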
PREPL inh: human PREPL enzyme inhibition; recombinant PREPL, fluorescence polarization activity-based probe; Q4J6C6; inhibition, % at 5.96 µM; 320,000 tested, 0.68% active; AID 2751; in the data active = inhibition above about 43%;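 also: 0% = enzyme with DMSO and 100% = wells lacking enzyme; many of its hits are not listed in these tables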
GSTO1 inh: counter-screen for RBBP9 inhibitors: inhibitors of human GSTO1; P78417; recombinant GSTO1, activity-based probe fluorescence polarization; inhibition, % at 5.96 µM; 300,000 tested, 1.1% active;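 active = inhibition above the campaign mean inhibition plus 3 SD, cut at about 35% in these data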;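 also: 0% = GSTO1-1 with DMSO and 100% = wells lacking GSTO1-1 enzyme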
Target sequence (P78417 whole entry, looked up): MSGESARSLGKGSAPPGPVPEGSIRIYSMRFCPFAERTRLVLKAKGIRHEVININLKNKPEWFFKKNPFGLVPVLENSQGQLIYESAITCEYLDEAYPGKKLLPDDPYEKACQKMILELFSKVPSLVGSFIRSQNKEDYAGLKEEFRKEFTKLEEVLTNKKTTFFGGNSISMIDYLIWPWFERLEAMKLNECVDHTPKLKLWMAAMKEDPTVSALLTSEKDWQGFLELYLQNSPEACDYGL
PAFAH1B2 inh: blocks human PAF acetylhydrolase 1b catalytic subunit 2 | AID 492953 | inhibition, % at 3.39 µM | P68402 | recombinant PAFAH1B2, FP-rhodamine activity probe, fluorescence polarization | 340,000 tested, 1.2% active;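 active = inhibition above the mean of all tested compounds plus 3 SD, cut at about 24% in these data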;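 also: 0% = enzyme with DMSO and 100% = wells lacking PAFAH1B2; many of its hits are not listed in these tables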
Target sequence (P68402 whole entry, looked up): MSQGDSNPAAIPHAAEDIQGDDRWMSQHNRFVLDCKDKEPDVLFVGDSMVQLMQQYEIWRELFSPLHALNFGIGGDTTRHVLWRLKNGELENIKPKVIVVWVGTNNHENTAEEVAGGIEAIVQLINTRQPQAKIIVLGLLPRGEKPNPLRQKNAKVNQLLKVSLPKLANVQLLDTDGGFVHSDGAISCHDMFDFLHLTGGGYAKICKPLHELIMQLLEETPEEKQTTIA
PAFAH1B3 FP inh: inhibitors of human PAFAH1B3; recombinant PAFAH1B3, FP-rhodamine probe, fluorescence polarization; Q15102; 340,000 tested, 0.28% active; inhibition, % at 3.39 µM;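 active = inhibition above the screen-wide average of all tested compounds plus 3 SD, cut at about 25% in these data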;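 also: 0% = enzyme with DMSO only and 100% = wells lacking PAFAH1B3 protein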
Target sequence (Q15102 whole entry, looked up): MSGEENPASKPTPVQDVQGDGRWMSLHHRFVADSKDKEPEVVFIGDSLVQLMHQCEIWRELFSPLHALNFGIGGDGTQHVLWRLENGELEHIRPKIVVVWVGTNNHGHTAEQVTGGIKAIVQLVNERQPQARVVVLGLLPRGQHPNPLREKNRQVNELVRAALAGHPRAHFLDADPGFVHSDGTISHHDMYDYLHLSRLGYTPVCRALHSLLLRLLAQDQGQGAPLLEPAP
Starred values were filed as active, the others as inactive; . = not tested or not shown. Some of the compounds tested, so the mix of outcomes need not match the whole.

No.	SMILES	LYPLA2 inh	pPAFAH inh	PAD4 FP inh	LYPLA1 counter	PAFAH2 FP inh	PREPL inh	GSTO1 inh	PAFAH1B2 inh	PAFAH1B3 FP inh
1	O=C(NCc1ccco1)c1cc(S(=O)(=O)N2CCCCC2)ccc1Cl	6	1	-8	0	10	6	.	1	0
2	NCCCC[C@H](NC(=O)C1CCNCC1)c1nnc([C@@H](N)Cc2ccc(O)cc2)o1	-4	-2	1	1	-1	6	5	4	6
3	COc1ccc(C(CC(=O)Nc2ncccc2C)N2Cc3ccccc3C2=O)cc1OC (centres undefined)	-3	4	-7	-4	3	9	6	0	0
4	CC(C)CNc1nc(Oc2ccc(=O)n(C)n2)nc(N2CCOCC2)n1	3	3	-3	3	-3	1	6	-3	5
5	O=C(CSC1=Nc2ccccc2C2CC=NN12)Nc1ccc(F)cc1Cl (centres undefined)	12	0	-1	2	-6	8	1	3	9
6	COc1ccc(CCNC(=O)C2CC2)cc1OC	-5	10	6	-2	-1	1	2	1	0
7	CCC(C)N(C(=O)CN1C(=O)NC2(CCc3ccccc32)C1=O)C1CCS(=O)(=O)C1 (centres undefined)	1	2	-1	2	-1	2	.	-4	4
8	Cc1nc2ccccc2c(=O)n1/N=C/c1ccc(OC(F)F)cc1	18	4	-6	2	7	1	-2	0	1
9	COc1ccccc1C(=O)Nc1sc(C(=O)N2CCCC2)c(C)c1C#N	0	6	-6	-1	-11	-2	16	-1	4
10	Cc1nc2ccc(S(=O)(=O)NC(C(=O)N3CCn4c3nc3ccccc34)C(C)C)cc2s1 (centres undefined)	-1	-2	1	0	-2	6	1	6	2
11	Cc1sc2ncn(CC(=O)NCCCC(=O)NCc3ccc(F)cc3)c(=O)c2c1C	4	3	0	4	-4	1	2	-1	5
12	O=C(CSc1nnc(CNC(=O)C23CC4CC(CC(C4)C2)C3)n1-c1ccccc1)Nc1ccc(F)cc1	0	3	-3	4	2	11	6	15	11
13	Cc1noc(/C=C/c2ccco2)c1S(=O)(=O)N1CCC(C(=O)N(C)Cc2ccccc2)CC1	-8	22	-5	-5	2	-11	-2	0	-4
14	O=C(Nc1ccccc1C(=O)NCCc1ccccc1)c1ccco1	7	9	-1	5	-2	-22	3	2	-1
15	Cc1ccc(CNC(=O)CCc2nc3ccccc3c(=O)[nH]2)cc1	11	1	2	2	-8	10	8	10	2
16	COc1cc2c(cc1OC)C1(Nc3c-2c(C)nn3-c2ccccc2)C(=O)Nc2ccccc21 (centres undefined)	-17	1	-1	-16	-5	19	-16	-4	-7
17	FC(F)(F)c1cc(-c2ccccc2)nc(N2CCCCC2)n1	-2	-1	-3	1	1	-13	4	2	3
18	O=C(CC(C(=O)NCc1ccccc1)c1nc2ccccc2c(=O)[nH]1)NCc1ccccc1 (centres undefined)	-4	5	-4	3	7	-11	-9	2	-2
19	Oc1ccc(-c2csc(Nc3ccccn3)n2)c(O)c1	-3	9	0	-3	1	17	9	11	6
20	CN(C(=O)CSc1ccc2c(c1)OCCO2)c1ccccc1	.	2	-2	.	5	3	.	8	4
21	Cc1cc(C)c(S(=O)(=O)Nc2ccc(Cl)cn2)c(C)c1	7	1	21*	2	11	7	4	3	11
22	COc1ccccc1NC(=O)c1cc(-c2cc(OC)c(OC)c(OC)c2)nc2ccccc12	0	-2	0	-5	8	10	-9	6	-2
23	COc1cccc(N(CC(=O)Nc2ccc3c(c2)OCO3)S(=O)(=O)c2ccccc2)c1	10	9	-8	-3	5	-49	-2	2	16
24	CC(=O)NC(Cc1ccccc1)C(=O)NC1CCN(C(=O)c2ccc([N+](=O)[O-])cc2)CC1 (centres undefined)	-4	-1	-1	2	0	8	2	-4	11
25	O=C(NC1CCCc2ccccc21)c1ccccc1Br (centres undefined)	-7	5	-1	-3	-4	9	5	2	14
26	O=C(O)CNC(=O)/C(=C\c1ccc2c(c1)OCO2)NC(=O)c1ccc(Br)cc1	-4	2	-3	1	.	6	-3	.	.
27	O=C(COc1ccc(Cl)cc1Br)Nc1ccccc1N1CCCC1	0	12	-4	-1	1	15	2	-7	7
28	NC(=O)c1nn(Cc2ccccc2)c(=O)c2ccccc12	1	-1	-2	-4	-16	-1	7	5	5
29	c1ccc(CCn2c(C3CC3)nc3ccccc32)cc1	0	4	-2	3	2	14	0	-1	0
30	Cc1cccn2c(=O)c3cc(C(=O)N4CCN(Cc5ccccc5)CC4)sc3nc12	11	4	-4	1	6	-4	.	10	9
31	COc1ccccc1-c1ccc(SCc2ccc([N+](=O)[O-])cc2)nn1	4	0	2	0	-3	10	1	0	6
32	Cc1ccc(-c2csc(N(C)C(=O)c3c(C)nn(-c4ccccc4)c3Cl)n2)cc1	-11	-7	-6	-1	-12	4	-6	-3	2
33	O=C(NCCN1CCNC1=O)C1CCC(=O)N(Cc2ccccc2F)C1 (centres undefined)	2	1	-1	0	0	6	-4	2	0
34	Cc1ccccc1NC(=O)C1COc2ccccc2O1 (centres undefined)	9	8	1	1	2	2	-4	5	6
35	COc1ccc(CCNC(=O)c2c(O)c3ccccc3n(C)c2=O)cc1	-6	0	-1	-7	-5	-4	-3	6	7
36	Cc1cccc2cc(CN(Cc3cccs3)C(=S)NCC3CCCO3)c(=O)[nH]c12 (centres undefined)	-2	4	-3	-1	-3	-1	-2	8	10
37	CCCn1c(SCC(=O)NCc2ccccc2)n[nH]c1=O	-3	4	3	-3	5	5	9	4	4
38	O=C1CCCN1c1ccc(S(=O)(=O)NCc2ccco2)cc1	6	0	-2	3	0	3	5	-3	9
39	Cc1ccc(NC(=O)N(CCCN2CCOCC2)Cc2cc3cc4c(cc3[nH]c2=O)OCO4)cc1	-2	1	-7	0	4	21	2	-1	1
40	Cn1c(CN2CCCC2)nc2cc(NC(=O)c3ccco3)ccc21	-4	-8	-4	-6	2	17	-4	-1	12
41	CCOC(=O)C1(Cc2ccccc2C)CCCN(C(=O)c2ccc3nccnc3c2)C1 (centres undefined)	5	-5	-4	-1	-6	6	7	-4	1
42	O=C(c1cc(-c2ccccc2)nc2ccccc12)N1CCN(c2ccccn2)CC1	-3	3	-5	-2	13	-4	9	0	-5
43	CN(C)/C=c1\sc2c(C#N)cc(C(=O)c3ccc(Br)cc3)n2c1=O	6	7	2	1	-1	20	2	5	13
44	Cc1cc(OC2CCCCC2)nc(-c2ccccc2O)n1	3	5	-2	2	-2	-3	-4	3	9
45	Cc1cc(NC(=O)COc2ccc(Cl)cc2Cl)n(-c2ccccc2)n1	10	-6	0	2	-9	-9	2	0	-5
46	CN(Cc1ccccc1)S(=O)(=O)c1ccc(Cl)c(C(=O)N2CCC2)c1	4	1	-17	3	-2	17	.	2	4
47	CN(C)S(=O)(=O)c1cccc(NC(=S)N(CCC#N)Cc2cccnc2)c1	4	2	-2	1	0	-2	1	4	6
48	Cc1ccc(NC2=CC(=O)CC(C)(C)C2)cc1Cl	5	1	0	-2	9	-11	-5	4	11
49	COC(=O)NCCOc1nc(N(C)C)nc(N(C)C)n1	-4	-6	0	-5	-4	13	-3	-1	5
50	O=C(/C=C/c1cccs1)N1CCC2(CC1)Oc1ccc(Cl)cc1C(=O)C21CC(c2cccnc2)=NO1 (centres undefined)	1	2	-4	-6	1	8	-2	1	5
51	COc1ccc(C2/C=C\CN(Cc3ccc(N(C)C)cc3)CC(=O)N2Cc2ccc(F)cc2)cc1 (centres undefined)	2	5	-2	-1	3	-8	-3	-1	11
52	CCCC1C(C(=O)OCC)=C(C)NC(C)=C1C(=O)OCC	5	7	-3	3	6	1	0	4	7
53	COc1ccc(NC(=O)C(NC(=O)Cc2cccs2)c2ccc(C)cc2)cc1 (centres undefined)	2	-1	1	3	1	15	8	-2	2
54	Cc1cccc(C(=O)Nc2nnc(S(=O)(=O)N3CCOCC3)s2)c1	-4	3	1	-2	3	2	-36	2	6
55	Cc1ccc(CSCCC(=O)NCCc2ccc(Cl)cc2)cc1	6	6	3	1	-2	-30	-7	15	1
56	CCc1ccc(-c2nn[nH]n2)cc1	1	0	-6	0	1	-1	1	-2	2

Following part
No.	SMILES	LYPLA2 inh	pPAFAH inh	PAD4 FP inh	LYPLA1 counter	PAFAH2 FP inh	PREPL inh	GSTO1 inh	PAFAH1B2 inh	PAFAH1B3 FP inh
57	c1ccc2c(c1)ncn2CCOCCOCCn1cnc2ccccc21	9	8	-3	1	3	-10	-9	-4	-1
58	CC(Sc1nc2ncc(Cl)cc2[nH]1)C(=O)NC1(C#N)CCCCC1 (centres undefined)	-8	-6	-3	-8	-4	5	.	1	2
59	CCCCN(C)CCCN1C(=O)C2C(C(=O)Nc3cccc(OC)c3)C3C=CC2(O3)C1C(=O)NC1CCCCC1C (centres undefined)	-3	-2	-2	-2	3	4	-2	4	-1
60	COc1ccc(CN2CCc3ccccc3C2)c(OC)c1OC	4	-2	0	1	7	21	0	-4	5
61	O=C(CCN1CCCCC1)c1ccccc1	3	4	0	-1	6	9	0	4	6
62	Cc1cc(=O)[nH]c(N/N=C/c2ccc(N(C)C)cc2)n1	-3	6	-1	-2	2	5	1	6	8
63	COc1ccc(S(=O)(=O)NCc2ccncc2)cc1NC(=O)c1ccc(Cl)cc1	1	1	0	-1	4	1	1	1	3
64	FC(F)Sc1ccc(Nc2ncnc3nc[nH]c23)cc1	-6	11	4	-6	2	-4	-10	7	3
65	O=C(NCCc1ccc(Cl)cc1)C1CCN(c2ncccn2)CC1	3	2	2	2	0	10	1	7	-4
66	N#CC1=C(N)Oc2c(oc(CO)cc2=O)C12C(=O)Nc1ccc(Cl)cc12 (centres undefined)	-7	0	5	-3	5	-5	-1	-1	0
67	O=c1[nH]c(Nc2ccccc2)cc2cc(Br)ccc12	6	16	64*	-3	18	25	58*	16	61*
68	Cc1nc2c3ccccc3nc(NNC(=O)CCC(=O)N3CCCC(C)C3)n2n1 (centres undefined)	-1	4	-2	0	-1	4	-2	-4	4
69	CCn1c(C2CCN(Cc3ccccc3)CC2)n[nH]c1=S	5	2	-1	2	-9	0	4	4	4
70	Cc1ccc(S(=O)(=O)NNC(=O)Nc2cccc3ccccc23)cc1	-2	-4	6	0	1	-67	3	3	3
71	CCCCCCCCCCCC(=O)N1CC(=O)NC(=O)C1	6	9	-1	3	.	6	0	.	.
72	NC(=O)CSc1nnc(-c2ccc(S(=O)(=O)N3CCCC3)cc2)n1Cc1ccco1	-1	2	3	4	6	15	4	1	3
73	CC(=O)N1CCOc2ccc(S(=O)(=O)Nc3ccc(C)cn3)cc21	-4	3	4	1	1	7	3	-2	4
74	Cc1cc(C)c2oc(-c3cccc(N)c3)nc2c1	-6	12	-5	-2	0	4	6	-1	6
75	COC(=O)c1cc(S(=O)(=O)N2CCN(c3ccccc3OC)CC2)cn1C	3	9	-3	1	3	8	5	2	1
76	CC(c1nc2ccccc2c(=O)[nH]1)N1CCN(C)CC1 (centres undefined)	0	6	2	0	13	1	-4	5	5
77	CCCC1CC(CSc2ncn[nH]2)OC1=O (centres undefined)	2	-3	0	2	-6	-2	3	1	12
78	COc1ccc(C2/C=C\CN(C(=O)Oc3ccc(C(F)(F)F)cc3)CC(=O)N2Cc2ccc(F)cc2)cc1 (centres undefined)	-4	4	0	-2	-1	15	-8	-3	6

Whole records, looked up by structure. Screens in order: LYPLA2 inh | pPAFAH inh | PAD4 FP inh | LYPLA1 counter | PAFAH2 FP inh | PREPL inh | GSTO1 inh | PAFAH1B2 inh | PAFAH1B3 FP inh
CC(c1nc2ccccc2c(=O)[nH]1)N1CCN(C)CC1 (centres undefined) is listed with 0 | 6 | 2 | 0 | 13 | 1 | -4 | 5 | 5
COC(=O)c1cc(S(=O)(=O)N2CCN(c3ccccc3OC)CC2)cn1C is listed with 3 | 9 | -3 | 1 | 3 | 8 | 5 | 2 | 1
